Source: PubChem
MT1-MMP act inh – inhibitors of human MT1-MMP activation; HT1080 RFP-PRO-GFP cells, GFP/RFP ratio fluorescence, overnight; percent of plate control window, DMSO zero; GFP/RFP ratio change, % at 20 µM; 360,000 tested, 0.061% active; AID 651647;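 active means GFP/RFP ratio change of at least 30% with cell ATP level not reduced by more than half and red fluorescence within 50% of control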; further: strong numbers were not always called active
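Test system: HT1080 cells expressing an RFP-PRO-GFP fluorescent reporter construct / Compound dosing: single-point 20 µM compound, 1% DMSO / Schedule: cells overnight before dosing, compound overnight, 37 °C, 5% CO2 / Evaluation: GFP/RFP fluorescence ratio / Control set: DMSO and RFP-L50D-GFP cell wells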
NadD inh – inhibitors of Staphylococcus aureus NadD; purified NadD enzyme, colorimetric absorbance read-out; inhibition, % at 20 µM; 360,000 tested, 0.78% active; AID 602399; in the data active means inhibition above about 26%; further: some compounds past the cut are filed as inactive
STEP block – STEP (human) phosphatase inhibition. AID 588621. 360,000 tested, 0.25% active. inhibition, % at 20 µM. recombinant STEP, OMFP fluorogenic substrate, fluorescence. P54829;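 active means inhibition at 20 µM, scaled per plate between control wells, above about 37%, limit read from the data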;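 further: 0% = DMSO with enzyme and substrate and 100% = substrate only without enzyme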
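Also added – OMFP at 25 µM · Test system – STEP tyrosine phosphatase · Technique – FITC-channel fluorescence of OMFP product · Schedule – 20 min at room temperature, dark · Evaluation – control-normalized % inhibition with plate pattern correction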
LMPTP block – LMPTP (human) inhibition; P24666; 360,000 tested, 0.22% active; inhibition, % at 20 µM; recombinant LMPTP-A, OMFP fluorogenic substrate, fluorescence intensity;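 active means compounds that cut the enzyme signal by at least half of the control window in the single-dose screen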;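 further: plate controls were DMSO wells with enzyme plus substrate for no effect and substrate without enzyme for full effect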
Target sequence (P24666 whole entry, looked up): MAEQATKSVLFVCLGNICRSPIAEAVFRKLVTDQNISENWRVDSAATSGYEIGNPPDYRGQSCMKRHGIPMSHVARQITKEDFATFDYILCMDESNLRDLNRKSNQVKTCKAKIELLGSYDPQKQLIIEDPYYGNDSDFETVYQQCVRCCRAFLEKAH
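Test system – LMPTP-A phosphatase enzyme · Quantity – 0.625 nM LMPTP-A final · Reagent – OMFP substrate, 400 µM final · Dosing – one test concentration per compound, 20 µM, with 3% DMSO overall · Timing – 50 min enzyme reaction at room temperature, protected from light · Detection – fluorescence intensity · Controls – substrate-only low control, DMSO enzyme-plus-substrate high control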
SKN-1 inh – blocks SKN-1 activity in C. elegans | inhibition, % at 21.8 µM | AID 624304 | C. elegans VP596 Pgst-4::GFP/RFP ratio, acrylamide-induced, 24 h | 360,000 tested, 0.49% active;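 active means interference check ratio from 0.5 to 1.5 plus GFP to RFP signal ratio inhibition reaching or exceeding a fixed threshold, cut at about 30% in these data, passing the limit was not always enough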; further: some compounds called inactive have numbers as strong as hits
SUMO1 PPI mod – alters human SUMO1 binding to SIM partners | SUMO1 binding to a labelled peptide, TR-FRET, 1 h | inhibition, % at 20 µM | 360,000 tested, 0.33% active; in the data active means inhibition above about 37%
Target sequence (P63165 whole entry, looked up): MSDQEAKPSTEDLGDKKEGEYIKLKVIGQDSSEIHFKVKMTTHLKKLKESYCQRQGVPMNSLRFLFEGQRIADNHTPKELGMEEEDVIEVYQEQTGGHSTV
Scp1 inh – inhibitors of human Scp-1 phosphatase | Recombinant Scp1, phosphopeptide, malachite green phosphate absorbance | inhibition, % at 20 µM | 340,000 tested, 0.88% active;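 active means inhibition above about 50% at 20 µM, limit read from the data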;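 further: plate controls were DMSO wells with enzyme for no effect and wells lacking enzyme for full effect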
Target sequence (Q9GZU7 76-261 limits assumed): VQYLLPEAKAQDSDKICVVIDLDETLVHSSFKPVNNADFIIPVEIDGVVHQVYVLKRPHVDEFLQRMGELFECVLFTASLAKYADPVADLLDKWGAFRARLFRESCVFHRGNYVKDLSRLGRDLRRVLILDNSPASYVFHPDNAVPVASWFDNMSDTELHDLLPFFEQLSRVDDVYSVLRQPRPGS
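Assay system: SCP-1 catalytic fragment, aa 76-261 | Buffer or medium: Tris acetate buffer pH 5.5 with MgCl2 and Tween-20 | Compound: One concentration, 20 µM, with 1.0% DMSO | Also added: Phospho 17-mer peptide substrate | Signal: Absorbance at 630 nm | Incubation: 45 min enzyme reaction at room temperature | Measure: % inhibition of SCP-1 phosphate liberation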
Rpn11 block – Rpn11 (human) deubiquitinase inhibition. O00487. human 26S proteasome, Ub4-pepOG fluorescence polarization; 20S core pre-blocked with epoxomicin. calls only at 20 µM. 360,000 tested, 0.59% active;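 active means inhibition at 20 µM, scaled to each plate's controls, above about 33%, limit read from the data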
Target sequence (O00487 whole entry, looked up): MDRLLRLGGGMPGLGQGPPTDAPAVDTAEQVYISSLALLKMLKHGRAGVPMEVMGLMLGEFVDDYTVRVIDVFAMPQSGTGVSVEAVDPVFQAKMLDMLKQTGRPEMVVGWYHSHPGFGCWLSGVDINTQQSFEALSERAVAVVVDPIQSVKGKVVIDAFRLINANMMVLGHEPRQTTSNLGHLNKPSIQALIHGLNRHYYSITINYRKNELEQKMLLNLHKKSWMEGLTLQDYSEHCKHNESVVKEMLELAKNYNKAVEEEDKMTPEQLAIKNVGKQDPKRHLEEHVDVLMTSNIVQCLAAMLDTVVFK
NRP1-CendR mod – alters CendR peptide binding to human NRP-1; inhibition, % at 25 µM; 360,000 tested, 0.85% active; O14786; FAM-RPARPAR peptide binding to NRP-1, fluorescence polarization;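 active means inhibition or corrected inhibition above about 18%, plus a signal ratio from 0.5 to 1.5, limit read from the data, passing the limit was not always enough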; further: strong numbers were not always called active
DNMT1 block – blocks human DNA methyltransferase DNMT1. P26358. DNMT1 molecular beacon, Hinp1I cleavage, fluorescence. inhibition (reported as % activation of signal), % at 10 µM. 360,000 tested, 0.83% active; in the data active means inhibition above about 50%
* = called active by the depositor; i = inactive; x = no result given.

#1 COc1ccccc1-n1c(SC(C)C(=O)NCC2CCCO2)nc2cc(Cl)ccc2c1=O (stereo not drawn)
#2 N#Cc1ccc(NC(=S)NC(=O)C2CC2)cc1
#3 CC1(C)C=Cc2cc(-c3coc4cc(O)cc(O)c4c3=O)cc(O)c2O1
#4 Cc1ccc(S(=O)(=O)CCC(=O)OCCOc2cccc(Br)c2)cc1
#5 O=C(CSc1nccc(=O)[nH]1)Nc1ccc(N2CCOCC2)cc1
#6 CCOc1ccc(OCCOc2ncnc3ccccc23)cc1
Assay by compound	1	2	3	4	5	6
MT1-MMP act inh	-1	-8	-1	3	-4	0
NadD inh	3	-5	8	-7	1	-4
STEP block	1	-1	-2	4	-4	-3
LMPTP block	-6.3	-1.9	2.3	1.0	-0.6	-1.0
SKN-1 inh	18	4	5	4	-1	6
SUMO1 PPI mod	7	6	-4	9	-1	4
Scp1 inh	-7	x	-7	-11	-2	-6
Rpn11 block	i	i	i	i	i	i
NRP1-CendR mod	6	7	-7	-1	7	4
DNMT1 block	-4	3	-36	-3	0	-1

#7 Nc1cccnc1Sc1cc(Cl)c(Cl)cc1Cl
#8 CC(=O)Nc1ccc(N2C(=O)c3ccc(C(=O)Nc4nnc(SCc5ccc(F)cc5)s4)cc3C2=O)cc1
#9 Cc1ccccc1C(=O)N1CCC(C(=O)Nc2ccc3c(c2)OCO3)CC1
#10 CN1CCC(CNC(=O)Nc2ccccc2)(c2ccccc2)CC1
#11 COc1ccc(NC(=O)CC(CC(=O)O)c2cc(OC)c(OC)c(OC)c2)cc1 (stereo not drawn)
#12 CCC(C)NC(=O)CSc1c2c(nc3ccccc13)CCCC2 (stereo not drawn)
Assay by compound	7	8	9	10	11	12
MT1-MMP act inh	-1	6	2	-3	0	3
NadD inh	0	31*	-2	1	1	-2
STEP block	0	1	4	-1	3	-3
LMPTP block	1.3	0.8	-2.1	0.0	-0.2	0.8
SKN-1 inh	-6	4	-3	-1	8	4
SUMO1 PPI mod	-1	-8	3	4	-5	-4
Scp1 inh	-7	-5	-5	-2	-5	-7
Rpn11 block	i	i	i	i	i	i
NRP1-CendR mod	-10	6	3	1	-4	15
DNMT1 block	-3	33	-2	-1	3	-18

Copied from the list.
Result for `CC(=O)Nc1ccc(N2C(=O)c3ccc(C(=O)Nc4nnc(SCc5ccc(F)cc5)s4)cc3C2=O)cc1` under MT1-MMP act inh: 6
Result for `Nc1cccnc1Sc1cc(Cl)c(Cl)cc1Cl` under STEP block: 0

Additional compounds:
#13 O=C(N/N=C/c1cn(-c2ccccc2)nc1-c1ccc(F)cc1)c1ccc2c(c1)OCO2
#14 Cn1nnnc1NCc1c(F)cccc1Cl
#15 CC1(c2nc3ccccc3[nH]2)CCC(=O)N1Cc1cccs1 (stereo not drawn)
#16 COc1ccc(S(=O)(=O)NCc2csc(C)n2)cc1
#17 S=c1[nH]nc(-c2ccc(Cl)cc2)n1-c1cccnc1
#18 COc1cc(C(C(=O)NCC2CCCO2)N(C(=O)Cn2nnc3ccccc32)c2ccc(C(C)=O)cc2)ccc1O (stereo not drawn)
Assay by compound	13	14	15	16	17	18
MT1-MMP act inh	2	-2	4	0	0	-1
NadD inh	20	-3	-7	4	-4	-4
STEP block	1	0	0	-2	1	-2
LMPTP block	2.9	0.1	-0.8	-2.6	-1.5	-0.8
SKN-1 inh	26	2	9	11	-5	8
SUMO1 PPI mod	-1	1	1	0	0	2
Scp1 inh	1	-7	x	-1	-8	-8
Rpn11 block	i	i	i	i	i	i
NRP1-CendR mod	-8	15	9	16	3	-4
DNMT1 block	-2	-4	-2	1	2	4

#19 CC(=O)Nc1cccc(NC(=O)c2cccc(S(=O)(=O)N3CCN(Cc4ccccc4)CC3)c2)c1
#20 O=C(COC(=O)c1ccccc1Br)Nc1cc(S(=O)(=O)N2CCOCC2)ccc1N1CCCC1
#21 Cc1ccc2cc3c(NC(=O)C4CCCO4)nn(CC(C)C)c3nc2c1 (stereo not drawn)
#22 N#Cc1ccc(-c2nc3c(Cl)cc(C(F)(F)F)cn3c2Cc2ccsc2)cc1
#23 CC(C)C(C(=O)NCC1CCCO1)N(Cc1ccccc1)C(=O)CNS(=O)(=O)c1ccccc1 (stereo not drawn)
#24 COc1cccc(-c2noc(CCC(=O)NCC3CCCO3)n2)c1 (stereo not drawn)
Assay by compound	19	20	21	22	23	24
MT1-MMP act inh	-2	-1	4	-7	-2	3
NadD inh	4	5	-6	13	-6	3
STEP block	-2	-1	0	x	3	0
LMPTP block	0.5	-0.7	0.5	0.9	-0.8	0.0
SKN-1 inh	-15	-1	2	19	9	-2
SUMO1 PPI mod	2	2	-13	3	-6	6
Scp1 inh	-1	-8	-6	x	0	0
Rpn11 block	i	i	i	x	i	i
NRP1-CendR mod	-3	-3	-10	-39	9	2
DNMT1 block	-2	-6	-2	x	0	-2

#25 C=CSc1sc(Cl)c(N2CCOCC2)c1[N+](=O)[O-]
#26 COCCCn1c(=O)/c(=C\c2ccccc2OC(F)F)s/c1=C(/C#N)C(=O)NC(C)C
#27 O=C(CSc1nc(C2CC2)nc2ccccc12)Nc1ccccc1
#28 CCc1cccc(C)c1NC(=O)CCCN1C(=O)NC(C)(C)C1=O
#29 COc1ccc(OC)c(NC(=O)c2oc3c(c2C)C(O)CC(C)(C)C3)c1 (stereo not drawn)
#30 CN(Cc1ccccc1)C(=O)[C@@H]1CCCN1C(=O)[C@@H]1CCCN1C(=O)c1cccc(Cl)c1
Assay by compound	25	26	27	28	29	30
MT1-MMP act inh	-7	-96	-2	3	1	6
NadD inh	8	-6	-5	1	-1	0
STEP block	2	-6	0	-1	-2	x
LMPTP block	0.7	1.1	-1.0	-2.1	-0.1	-1.3
SKN-1 inh	9	8	9	3	9	27
SUMO1 PPI mod	-18	-4	-15	-1	0	2
Scp1 inh	-7	-11	-4	-2	-10	x
Rpn11 block	i	x	i	i	i	x
NRP1-CendR mod	10	-82	-5	-4	13	22*
DNMT1 block	6	7	4	3	-4	x

Ordered by SMILES length (rising): 3 of the compounds above
#27 O=C(CSc1nc(C2CC2)nc2ccccc12)Nc1ccccc1
#26 COCCCn1c(=O)/c(=C\c2ccccc2OC(F)F)s/c1=C(/C#N)C(=O)NC(C)C
#30 CN(Cc1ccccc1)C(=O)[C@@H]1CCCN1C(=O)[C@@H]1CCCN1C(=O)c1cccc(Cl)c1
Assay by compound	27	26	30
MT1-MMP act inh	-2	-96	6
NadD inh	-5	-6	0
STEP block	0	-6	x
LMPTP block	-1.0	1.1	-1.3
SKN-1 inh	9	8	27
SUMO1 PPI mod	-15	-4	2
Scp1 inh	-4	-11	x
Rpn11 block	i	x	x
NRP1-CendR mod	-5	-82	22*
DNMT1 block	4	7	x

(more compounds)
#31 CC(C)c1ccc(NC(=O)C2Cc3c(-c4ccco4)ccnc3O2)cc1 (stereo not drawn)
#32 Cc1cccc(C(=O)NCc2nnc(SCC(=O)Nc3nnc(C)s3)n2C)c1
#33 CCCC(=O)Nc1cc(Cl)ccc1C
#34 CCc1nnc(NC(=O)c2sc3nc4c(cc3c2N)CCCCCC4)s1
#35 O=S(=O)(NC1=NCCC1)c1cccc(NS(=O)(=O)c2ccc(OC(F)(F)F)cc2)c1
#36 CC1=C(C(=O)NCc2ccccc2)C(c2ccc(C)o2)n2ncnc2N1 (stereo not drawn)
Assay by compound	31	32	33	34	35	36
MT1-MMP act inh	1	4	0	7	3	2
NadD inh	-1	1	0	11	0	1
STEP block	-1	0	0	3	1	5
LMPTP block	3.5	0.1	0.2	10	-2.1	-0.8
SKN-1 inh	-1	4	8	6	-1	-4
SUMO1 PPI mod	-2	-1	-2	1	-1	-3
Scp1 inh	x	1	2	-4	-3	-6
Rpn11 block	i	i	i	i	i	i
NRP1-CendR mod	14	0	-8	-2	4	-4
DNMT1 block	-3	1	-1	-2	1	-4

#37 Nc1ccc(O)cc1C(=O)OCC(=O)c1ccc(C2CCCCC2)cc1
#38 O=C(Nc1ccc(F)cc1)C1CCCN(S(=O)(=O)c2ccc(-n3cnnn3)cc2)C1 (stereo not drawn)
#39 COc1ccc(/C=C(/NC(=O)c2cccs2)C(=O)NC(C)(C)C)cc1OC
#40 O=C(O)CNC(=O)C12CC3CC(CC(Cl)(C3)C1)C2
#41 CCOc1ccc(NC(=O)CCN2C(=O)C3CCCCC3C2=O)cc1OCC (stereo not drawn)
#42 COCCOC(=O)c1cc(C(=O)c2cc(Cl)ccc2O)coc1=N
Assay by compound	37	38	39	40	41	42
MT1-MMP act inh	-23	-2	3	0	3	-5
NadD inh	6	-2	5	2	-4	-2
STEP block	0	1	-3	0	0	0
LMPTP block	4.8	-0.3	-1.2	-1.4	0.5	-0.5
SKN-1 inh	-3	8	-5	-1	0	-2
SUMO1 PPI mod	5	-1	-2	-3	4	1
Scp1 inh	1	-6	-8	-3	0	55*
Rpn11 block	i	i	i	i	i	i
NRP1-CendR mod	-4	11	10	7	-1	-8
DNMT1 block	2	-1	1	0	0	-3

#43 CCOC(=O)C(=O)Nc1ccccc1C(=O)OCC
#44 Cc1ccnc(NC(=O)CCC(=O)N(CC(=O)NCCc2ccccc2)c2ccc(F)cc2)c1
#45 COc1cc(CNC2CCCC2)cc(OC)c1
#46 O=C(CN1C(=O)c2ccccc2C1=O)Oc1ccc(Cl)cc1
#47 CC(C)(C)OC(=O)C[C@H]1C/C=C\C[C@@H](CC(=O)N(CCO)Cc2ccccc2)C(=O)N2CCC[C@@H]2COC1=O
#48 CCCn1c(=O)c(C(=O)N/N=C/c2ccccc2F)c(O)c2ccccc21
#49 CC(=O)NCCNc1nc2cc(-c3cccc(Cl)c3)sc2c(=O)n1C
#50 ON=C1c2ccccc2-c2ccccc21
Assay by compound	43	44	45	46	47	48	49	50
MT1-MMP act inh	0	-5	-2	2	2	0	3	-3
NadD inh	-4	-6	-2	-10	-8	-2	-9	-5
STEP block	-2	3	1	1	0	1	-1	-1
LMPTP block	-1.0	0.7	-0.6	0.2	-0.1	-0.5	1.6	2.7
SKN-1 inh	-9	6	7	6	9	-2	16	-1
SUMO1 PPI mod	3	5	-3	-9	-5	2	-18	-13
Scp1 inh	1	-3	-8	-5	2	-9	x	-10
Rpn11 block	i	i	i	i	i	i	i	i
NRP1-CendR mod	2	8	-1	0	9	0	-5	8
DNMT1 block	2	2	-1	-1	3	5	-4	14
